Screening results (PubChem BioAssay)
PMI act satM6P: human PMI activators, high substrate, primary screen, biochemical, fluorescence intensity, near-saturating mannose 6-phosphate; AID 1216, 2008; activation factor at 20 µM; 190,000 tested, 0.34% active; Mannose-6-phosphate isomerase (Homo sapiens), P34949; coupled PMI enzyme assay, resazurin fluorescence, 20 min; hits give high values; 1 = untreated enzyme, 0 = substrate-free blank;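 active = activation factor of 2 or more at 20 µM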
Target sequence (P34949 whole entry, looked up): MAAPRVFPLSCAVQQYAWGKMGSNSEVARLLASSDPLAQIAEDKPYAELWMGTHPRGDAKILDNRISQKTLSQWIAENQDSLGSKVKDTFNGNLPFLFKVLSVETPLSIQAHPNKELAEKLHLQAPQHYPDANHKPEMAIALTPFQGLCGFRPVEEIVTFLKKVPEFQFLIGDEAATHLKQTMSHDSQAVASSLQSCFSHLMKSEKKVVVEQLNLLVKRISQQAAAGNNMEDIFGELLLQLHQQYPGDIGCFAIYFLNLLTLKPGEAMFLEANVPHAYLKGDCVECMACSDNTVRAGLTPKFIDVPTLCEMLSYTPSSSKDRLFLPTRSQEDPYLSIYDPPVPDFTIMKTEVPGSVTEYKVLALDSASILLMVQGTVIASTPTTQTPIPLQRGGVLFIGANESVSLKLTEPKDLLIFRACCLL
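Test system: human phosphomannose isomerase with PGI, G6PDH, diaphorase coupling enzymes / Doses: 20 µM compound, 1% DMSO / Times: enzyme reaction with compound 20 min at room temperature / Measured by: Diaphorase-driven resazurin-to-resorufin fluorescence, excitation 544, emission 590 nm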
S1P3 antagonist: S1P3 receptor antagonists, primary screen, cell-based; inhibition, % at 4.98 µM; 170,000 tested, 0.27% active; CHO S1P3 NFAT-BLA reporter, FRET fluorescence, antagonist mode;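 active = inhibition above the plate cutoff, the mean inhibition of test wells on that plate plus 3 SD, cut at about 28% in these data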;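 note: cells challenged with S1P at its EC80 of 0.8 µM; blue over green emission ratio from cleaved BLA substrate after 4 h stimulation; 0% = S1P-stimulated wells and 100% = unstimulated DMSO-only wells; some compounds past the cut are filed as inactive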
Target sequence (Q99500 whole entry, looked up): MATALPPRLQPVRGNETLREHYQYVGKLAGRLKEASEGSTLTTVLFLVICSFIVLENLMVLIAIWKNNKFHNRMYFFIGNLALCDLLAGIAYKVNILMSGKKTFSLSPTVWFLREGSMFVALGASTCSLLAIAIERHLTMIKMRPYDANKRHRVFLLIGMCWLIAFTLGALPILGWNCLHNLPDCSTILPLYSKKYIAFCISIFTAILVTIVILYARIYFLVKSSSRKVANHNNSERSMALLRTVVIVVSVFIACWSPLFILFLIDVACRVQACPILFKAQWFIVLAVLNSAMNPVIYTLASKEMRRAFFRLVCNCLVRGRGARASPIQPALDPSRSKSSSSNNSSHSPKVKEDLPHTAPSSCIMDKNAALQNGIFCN
Diaphorase act: compounds boosting diaphorase resazurin reduction – biochemical, uHTS, resorufin fluorescence, counter-screen for diaphorase-coupled primary assays, primary screen; 190,000 tested, 0.005% active; Diaphorase/resazurin coupled assay, 16 min; hits give high values; 1 = vehicle wells, 0 = NADH-free wells; activation factor at 20 µM;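 active = diaphorase activity raised at least twofold by the compound at 20 µM; inactive = activation factor below 2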
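Material: purified diaphorase enzyme from Clostridium kluyveri / Medium: HEPES pH 7.4 buffer with MgCl2 and Tween 20 / Schedule: enzyme reaction of 16 min at room temperature / Measured by: resorufin fluorescence, excitation 544 nm, emission 590 nm / Evaluation: rise in resorufin formation, marking diaphorase activation or chemical reduction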
Diaph inh CS: diaphorase inhibitors and chemical oxidizers, primary screen, counter-screen for diaphorase-coupled primary assays, biochemical, uHTS, resorufin fluorescence. diaphorase resazurin-to-resorufin fluorescence, NADH, 16 min; bacterial (C. kluyveri) enzyme, not human. inhibition, % at 20 µM. 190,000 tested, 0.69% active;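 active = primary screen inhibition at 20 µM above a set limit, cut at about 50% in these data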;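 note: plate controls were DMSO with full reaction for no effect and wells lacking NADH for full effect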
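Benchmarks: positive control wells lacking NADH, neutral wells with DMSO only. System: bacterial diaphorase enzyme (C. kluyveri). Input: 0.14 U/mL diaphorase, enzyme working solution. Detection: resorufin fluorescence, excitation 544 nm, emission 590 nm. Times: 16-min room-temperature incubation before reading.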
ROMK primary: ROMK potassium channel modulators, primary screen, cell-based, thallium flux, MLSMR library; ATP-sensitive inward rectifier potassium channel 1 (Homo sapiens), P48048; Tet-inducible ROMK, thallium flux fluorescence; actives lie on both sides; B-score at 10 µM; 130,000 tested, 2% active; AID 1918, 2009;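 active = signal ratio slope over the read window, or its plate-corrected B-score, at least 3 SD from the plate mean, either direction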;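 note: B-score of the F/F0 ratio slope over 7 to 12 s after thallium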
PPARg SRC-1 ag: PPARgamma agonists recruiting SRC-1 coactivator, primary screen, biochemical | Peroxisome proliferator-activated receptor gamma (Homo sapiens), P37231 | PPARgamma-SRC-1 coactivator recruitment biochemical assay | activation, % at 8 µM | 200,000 tested, 0.41% active | AID 631, 2007; in the data active = activation above about 19%;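 note: 0% = DMSO and 100% = reference agonist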
PMI activator: activators of human PMI, primary screen, biochemical, fluorescence intensity, near-Km mannose 6-phosphate | 190,000 tested, 0.005% active | AID 1214, 2008 | Mannose-6-phosphate isomerase (Homo sapiens), P34949 | purified human PMI, coupled resazurin fluorescence, 20 min; hits give high values; 1 = vehicle control, 0 substrate-free wells | activation factor at 20 µM;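 active = activation factor of 2 or more at 20 µM, relative to plate controls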
PPARg SRC2 recr: agonists of PPARg-SRC-2 recruitment, primary screen, biochemical, HTS; PPARgamma LBD-SRC-2 recruitment; Peroxisome proliferator-activated receptor gamma (Homo sapiens), P37231; activation, % at 8 µM; 200,000 tested, 0.34% active; in the data active = activation above about 22%;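 note: 0% = vehicle and 100% = reference agonist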
PPARg SRC-3 ag: PPARgamma agonists recruiting SRC-3 coactivator, primary screen, biochemical; biochemical PPARgamma/SRC-3 coactivator recruitment assay; activation, % at 8 µM; 200,000 tested, 0.26% active; AID 731, 2007; in the data active = activation above about 23%;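 note: 0% = DMSO and 100% = reference agonist; some compounds past the cut are filed as inactive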
G6PDH counter: L. mesenteroides G6PDH inhibitors, counter-screen for G6PDH-coupled screening assays, biochemical, Leuconostoc mesenteroides enzyme; glucose-6-phosphate dehydrogenase [Leuconostoc mesenteroides]; Purified L. mesenteroides G6PDH, diaphorase/resazurin coupled fluorescence, 45 min; inhibition, % at 5 µM; 200,000 tested, 0.12% active; in the data active = inhibition above about 50%
TR-FRET SRC-2 ct: TR-FRET signal artefacts, primary screen, artefact control for PPARgamma SRC-2 agonist project, biochemical | 200,000 tested, 0.4% active | AID 1049, 2008 | TR-FRET ratio at 8 µM | TR-FRET artefact counter-screen; hits give high values; in the data active = TR-FRET ratio above about 2000; note: inactives centre near 1500
Numbers without * were called inactive; . = not tested or not shown.

SMILES	PMI act satM6P	S1P3 antagonist	Diaphorase act	Diaph inh CS	ROMK primary	PPARg SRC-1 ag	PMI activator	PPARg SRC2 recr	PPARg SRC-3 ag	G6PDH counter	TR-FRET SRC-2 ct
O=C(c1ccccc1)C(CCC(CN1CCOCC1)C(=O)c1ccccc1)CN1CCOCC1 (stereo not given)	1.1	.	1	-1.3	-1.73	0.2	1	-0.4	-0.7	-0.8	1401
CC/C(=C\C(=O)c1ccncc1)Nc1ccc(O)cc1	1	-43.1	1	0.6	0.637	4.0	1.1	2.0	-9.0	11.3	1534
Cc1ccc(O)c(N=Cc2ccc(C)s2)c1	0.3	-8.5	0.6	35.2	.	0.0	0.6	-5.0	-5.1	35.9	1511
O=C(NCCN1CCOCC1)c1ccc(Cl)c(S(=O)(=O)N2CCCCCC2)c1	1.1	.	1.2	-16.9	.	1.4	1.1	-1.0	-4.0	7.1	1632
c1ccc(-c2cnn3c(-c4ccccc4)c(-c4ccccc4)nc3n2)cc1	0.9	7.9	1	4.7	.	-6.4	0.8	3.4	1.1	-3.6	1542
COC(=O)Nc1ccc(S(=O)(=O)N2CCCC(C(=O)Nc3cccnc3)C2)cc1 (stereo not given)	1.1	.	1	-3.2	0.789	-2.2	1	5.7	-0.5	9.1	1548
COc1ccc(/C=C/CN2CCCC(CCC(=O)NCc3ccc(F)c(F)c3)C2)cc1 (stereo not given)	0.9	-24.1	0.9	11.1	-1.78	8.4	0.9	3.8	0.2	11.6	1455
Nc1cc(C(F)(F)F)cc2c1SCC(=O)N2	1	-8.9	1	4.3	0.00273	-9.3	1.1	3.0	-5.9	3.6	1585
CCn1c(CSc2nnc3ccccn23)nc2cc(C(=O)O)ccc21	0.9	-6.5	0.8	19.9	.	-4.4	1	-5.2	-2.5	1.4	1399
CC(=O)c1sc(Nc2ccc(C)cc2)nc1C	0.9	-23.3	0.9	6.5	-0.0624	6.2	1.1	8.6	2.5	4.4	1619
CCCN(CCC)S(=O)(=O)c1ccc(C(=O)Nc2ccc(OCC(=O)N3CCOCC3)cc2)cc1	1	.	0.9	8.4	.	7.5	0.9	4.8	12.7	18.4	1441
COc1ccc(-c2ccc(C(=S)N3CCN(C(C)=O)CC3)o2)cc1	0.7	-27.3	0.8	19.5	.	4.4	0.4	2.3	-5.4	11.4	1687
CCOCCn1c(SCc2ccc(F)cc2)nc2c1c(=O)[nH]c(=O)n2C	0.9	-20.7	0.8	16.2	.	7.0	0.9	1.3	0.5	5.7	1582
CCOc1cc(NC(=S)NCCCN2CCOCC2)c(OCC)cc1NC(=O)c1cccc(C)c1	.	-12.2	.	.	-0.0111	-7.4	.	6.8	-6.3	12.6	1702
COc1ccccc1NC(=O)CSc1nnc(-c2ccoc2C)n1CCc1ccccc1	0.9	6.8	0.8	21.9	.	-6.8	0.9	-4.3	11.5	4.0	1413
O=C(NCc1ccc(F)cc1)C1CCN(S(=O)(=O)N2CCOCC2)CC1	1	3.1	0.9	7.8	-0.405	10.0	1	2.4	1.2	2.3	1795
O=C(CSc1nc(-c2ccccc2)cc(C(F)(F)F)n1)NCCN1CCOCC1	1	8.8	1	2.4	0.0727	-0.7	0.9	6.8	5.7	8.9	1665
O=C(NCCc1cccc(Cl)c1)c1ccc(Cl)c([N+](=O)[O-])c1	1	-4.9	0.9	7.6	.	-7.7	0.9	-8.7	-1.9	13.5	1580
O=C(O)CCSCCC(=O)O	1	-10.6	1	0.1	-0.0103	11.5	1	5.6	3.2	0.5	1573
CCOC(=O)CNc1ncc([N+](=O)[O-])cc1C#N	1	-15.9	0.9	8.1	.	5.7	1	-1.2	4.4	-11.8	1582
CCOC(=O)c1ccc(OCc2c(C)noc2C)cc1	1	.	0.8	16.6	-1.14	-4.5	1	-3.2	-4.8	0.1	1462
COc1ccccc1-c1nnc2sc(-c3cc4ccccc4o3)nn12	0.9	18.2	0.9	7.4	2.57	3.5	1	2.1	-11.3	3.9	1577
Cc1ccccc1Nc1nc(N)nc(CN(C)c2ccccc2)n1	1	.	0.8	19.1	.	8.3	1	12.4	-2.0	4.8	1529
CCOc1cc(C#N)c(NC(=O)Cn2nnc3ccccc32)cc1OCC	1	-9.8	0.9	8.8	0.331	5.2	1.1	0.3	4.1	9.0	1542
CCO[C@H]1OC(C(=O)N2CCN(Cc3ccc4c(c3)OCO4)CC2)=C[C@@H](c2cn(C(C)=O)c3ccccc23)[C@@H]1CCCO	0.9	-0.8	0.6	36.8	.	3.0	0.8	-3.9	-4.5	14.7	1379

3 entries from above, arranged by the number in PPARg SRC-3 ag, lowest first:
compound | PPARg SRC-3 ag
Nc1cc(C(F)(F)F)cc2c1SCC(=O)N2 | -5.9
O=C(c1ccccc1)C(CCC(CN1CCOCC1)C(=O)c1ccccc1)CN1CCOCC1 (stereo not given) | -0.7
CCOCCn1c(SCc2ccc(F)cc2)nc2c1c(=O)[nH]c(=O)n2C | 0.5

Limited to ROMK primary and G6PDH counter (three entries from above):
canonical_smiles,ROMK primary,G6PDH counter
CCOc1cc(NC(=S)NCCCN2CCOCC2)c(OCC)cc1NC(=O)c1cccc(C)c1,-0.0111,12.6
CCOC(=O)c1ccc(OCc2c(C)noc2C)cc1,-1.14,0.1
CCO[C@H]1OC(C(=O)N2CCN(Cc3ccc4c(c3)OCO4)CC2)=C[C@@H](c2cn(C(C)=O)c3ccccc23)[C@@H]1CCCO,.,14.7

(next part)
SMILES	PMI act satM6P	S1P3 antagonist	Diaphorase act	Diaph inh CS	ROMK primary	PPARg SRC-1 ag	PMI activator	PPARg SRC2 recr	PPARg SRC-3 ag	G6PDH counter	TR-FRET SRC-2 ct
CCOC(=O)N1CCN(C(=O)CSc2nnc(-c3cccc(OC)c3)o2)CC1	1	-27.7	0.9	13.9	.	-0.1	1.1	-6.8	-2.9	9.9	1404
CC(C)(C)NC(=O)NC(=O)CSc1cccc(C(F)(F)F)c1	1	2.1	0.8	19.5	0.17	-1.2	1	1.0	-4.5	6.6	1545
COc1cc(/C=C2/SC(=S)N(C)C2=O)ccc1OC(=O)c1ccco1	1	8.2	0.9	10.4	.	-2.6	0.9	0.7	2.6	2.4	1455
Oc1nc(Nc2ccc(Cl)cc2Cl)sc1/C=C1\C=Nc2ccccc21	1	8.3	0.7	33.6	.	-6.9	1	-4.4	-4.6	-11.6	1420
O=C(CN1CCNCC1)Nc1ccccc1Cl	0.9	-21.1	0.9	8.3	.	0.0	0.9	7.1	-1.5	-6.8	1628
Cc1csc(SCc2nnc(-c3ccccc3Br)o2)n1	1	2.8	0.9	12.0	-1.01	8.7	1	3.7	-7.8	1.9	1583
COc1ccc(O[C@H]2C=C[C@@H](c3ccccc3)O[C@@H]2COC(=O)CC/C(C)=N/O[C@@H](C)c2cc(-c3c(C)cc(C)cc3C)no2)cc1	0.9	3.2	0.8	15.0	0.464	2.3	0.9	-4.7	-0.2	4.9	1456
Cc1ccc2cc(-c3noc(C(C)(C)C)n3)c(=O)[nH]c2c1	1	-10.8	0.9	9.2	.	-3.0	0.9	3.5	7.5	8.7	1431
CCCC(=O)Nc1nc(-c2ccccc2)c(CC)s1	1	2.3	0.8	22.3	0.627	-1.4	1	-7.7	2.2	13.8	1458
CSc1cccc(NC(=S)N2CCCN(Cc3ccccc3F)C2)c1	0.9	-2.6	0.9	12.9	-0.502	-9.0	0.9	-2.4	1.0	3.3	1394
CNc1cc(Cl)nc(SC)n1	1	-17.5	0.9	9.4	0.629	13.4	1	0.6	6.4	0.9	1512
CCCCCC(=O)N/N=C/c1ccccc1[N+](=O)[O-]	1.1	-2.7	0.9	13.6	-0.536	7.3	1.1	7.8	3.2	2.3	1557
CCOCC(=O)N1CCCC(C(=O)OCC)C1 (stereo not given)	1	3.0	0.9	6.0	.	-6.3	1	2.5	3.8	4.3	1363
CS(=O)(=O)N1CCN(c2ccc(C(=O)NC34CC5CC(CC(C5)C3)C4)cc2[N+](=O)[O-])CC1	0.9	-13.6	0.8	17.8	0.408	10.2	0.8	7.5	1.7	6.9	1815
CCOC(=O)c1c(C)c(C(=O)NCCOC)c(C)n1CC	0.9	7.1	0.9	11.5	0.196	9.5	0.9	0.8	0.0	16.8	1661
Cc1ccc(-c2cc3c(N=O)c4ccccc4c-3n[nH]2)cc1	1	-27.8	0.8	18.1	-1.12	6.9	1	9.4	9.9	1.8	1686
O=c1c2ccccc2n(Cc2ccccc2F)c(=O)n1Cc1ccccc1F	1.1	.	1	4.8	.	2.1	1	0.1	-2.9	-1.4	1665
Cc1ccc(OCC(=O)Nc2ccc(-c3nc4ncccc4o3)cc2)c(C)c1	0.8	-31.3	1	1.4	.	12.4	0	5.8	-3.2	-61.1	1627
CSc1ccccc1NC(=O)CSCc1ccc(C)cc1	0.9	.	0.8	19.4	.	4.8	0.9	2.4	8.5	13.9	1526
Cc1ccc(C(C(=O)NC(C)(C)C)N(C(=O)c2csnn2)C2CC2)cc1 (stereo not given)	1	.	0.9	6.9	.	3.9	1.1	6.3	7.2	2.8	1715
Cc1ccc(N(CC(=O)Nc2cccc(N(C)S(C)(=O)=O)c2)S(C)(=O)=O)cc1	1	.	1	1.9	0.334	-7.1	1	-1.6	9.3	6.6	1249
COc1ccc(-c2nc(NC(=O)CCNC(=O)c3ccco3)sc2C)cc1	0.9	1.6	0.7	25.9	-2.37	4.4	0.9	-0.3	-0.1	5.8	1396
O=c1c2ccccc2c(/C=N/n2cnnc2)c(O)n1-c1ccccc1F	1	17.8	0.8	17.4	.	.	1	.	.	0.0	.
CN(C)S(=O)(=O)N1CCN(c2ccccc2)CC1	0.9	.	0.9	11.7	-0.0122	2.3	0.9	1.9	-2.2	10.7	1650
COc1cccc(C(=O)N/N=c2\oc3c(OC)cccc3cc2C(=O)NCc2ccccc2)c1	1	-11.7	0.9	10.4	0.704	-5.8	0.9	2.1	6.5	-15.2	1685
Cc1ccc(C(=O)N2CCCCCC2)cc1Br	0.9	13.0	0.8	16.6	.	-4.6	0.9	-4.0	-4.2	-3.8	1400
